Eya2 inh – qHTS Assay for Inhibitors of the Phosphatase Activity of Eya2. recombinant Eya2, OMFP fluorescence dephosphorylation (OMFP is methylfluorescein phosphate). Potency, µM (highest dose often 76.9 µM), without a hit: top-dose activity, negative = inhibition, usual class: inhibitors. 330,000 compounds, 0.006% hits; further: potency means the concentration at half of the fitted maximal effect; on the % scale 0 is the no-effect control and ±100 the full control effect
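Eya2 (0.2 uM) preincubated 10 min at ambient with compound, then OMFP substrate added at 50 uM; 10 min reaction in 50 mM HEPES pH 7.5, 50 mM NaCl, 5 uM MgCl2, 0.05% BSA, 1 mM DTT. Fluorescence read at Ex 485/Em 525 nm.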
ASM inhibitor – Inhibitors of Secretory Acid Sphingomyelinase (S-ASM): qHTS; AID 504937, 2011; placental ASM, HMU-PC fluorogenic substrate, 60 min; 340,000 compounds, 0.006% hits; Potency, µM (titrated, usually from 57.5 µM), for inactives: at the top dose activity change, negative = inhibition, most hits filed as inhibitors; further: potency means the concentration at half of the fitted maximal effect
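Steps: dispense placental human ASM, pin compound, wait 10 min at room temperature, add HMU-PC0 substrate at 9 uM final, incubate 60 min at 37 °C, add stop solution raising pH to 10, read fluorescence.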
Menin-MLL TR inh – qHTS Assay for Inhibitors Targeting the Menin-MLL Interaction in MLL Related Leukemias: Competition With Texas Red Labeled MLL-derived Mutant Peptide; Menin + Texas Red MLL mutant peptide, fluorescence polarization; O00255; Potency, µM (top dose mostly 61.6 µM), inactives show top-dose FP activity change, negative = inhibition, hits mostly inhibitors; 270,000 compounds, 0.23% hits; active means well fitted inhibition curve with a large enough effect in the polarisation, with a control signal flat, not every such curve was filed as active; inconclusive means small, poorly fitted or top-dose-only effect, or effect the other way, or a change in a side signal; inactive means no such curve, though single readings can be large or run the other way; the % refers to the polarisation; further: potency means the concentration at half of the fitted maximal effect; % of control where 0% means no effect; many of its hits are not listed in these tables
GALK inhibitor – qHTS Assay for Inhibitors of Human Galactokinase (GALK); Purified GALK, Kinase-Glo residual ATP luminescence; Potency, µM (doses to about 57.5 µM), for inactives: top-dose activity change, negative = inhibition, usual class: inhibitors; 270,000 compounds, 0.007% hits; AID 1868, 2009; further: potency means the concentration at half of the fitted maximal effect; on the % scale 0 is the no-effect control and ±100 the full control effect
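Luminescence from leftover ATP (Ultra-Glo luciferase/luciferin) served as read-out after a 1 h room-temperature reaction of 5 nM GALK with 35 uM ATP and 100 uM galactose.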
Chronic BCR inh – qHTS Assay to Find Inhibitors of Chronic Active B-Cell Receptor Signaling | Potency, µM (highest dose often 46.1 µM), inactives show at the highest dose ratio change, negative = lower green/red ratio, usual class: inhibitors | 340,000 compounds, 0.05% hits | ABC-DLBCL IkBa-CBG/CBR reporter, luminescence ratio, 4 h | AID 493014, 2011; active means well fitted inhibition curve with a large enough effect in the signal ratio, with a control signal flat, not every such curve was filed as active; inconclusive means small, poorly fitted or top-dose-only effect, or effect the other way, or a change in a side signal; the % refers to the signal ratio;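 further: potency means the concentration at half of the fitted maximal effect; plate controls were basal doxycycline-induced cells for no effect and cells given 10 µM MG132 for full effect; MG132 reads +100%, hits lower the ratio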
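Cell line TMD8 (human ABC DLBCL), stably expressing tet-inducible CBG68-IkBa fusion and CBR; IMDM/0.5% FBS; cpd up to 46 uM; dox induction, 4 h, 37C/5% CO2; dual luminescence; green/red ratio; MG132 control.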
TSHR antagonist – Antagonists of the Thyroid Stimulating Hormone Receptor: HTS campaign; Thyrotropin receptor (Homo sapiens), P16473; TSHR-expressing cells, TSH-stimulated cAMP HTRF, 2 h; hits give low values; activity change, negative = inhibition, % at 11.5 µM; 330,000 compounds, 0.2% hits;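 active means activity change below a set negative limit, meaning inhibition stronger than a set level, cut at about -70% in these data; inconclusive means activity change between two set negative limits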; further: on the % scale 0 is the no-effect control and ±100 the full control effect
Target sequence (P16473 whole entry, looked up): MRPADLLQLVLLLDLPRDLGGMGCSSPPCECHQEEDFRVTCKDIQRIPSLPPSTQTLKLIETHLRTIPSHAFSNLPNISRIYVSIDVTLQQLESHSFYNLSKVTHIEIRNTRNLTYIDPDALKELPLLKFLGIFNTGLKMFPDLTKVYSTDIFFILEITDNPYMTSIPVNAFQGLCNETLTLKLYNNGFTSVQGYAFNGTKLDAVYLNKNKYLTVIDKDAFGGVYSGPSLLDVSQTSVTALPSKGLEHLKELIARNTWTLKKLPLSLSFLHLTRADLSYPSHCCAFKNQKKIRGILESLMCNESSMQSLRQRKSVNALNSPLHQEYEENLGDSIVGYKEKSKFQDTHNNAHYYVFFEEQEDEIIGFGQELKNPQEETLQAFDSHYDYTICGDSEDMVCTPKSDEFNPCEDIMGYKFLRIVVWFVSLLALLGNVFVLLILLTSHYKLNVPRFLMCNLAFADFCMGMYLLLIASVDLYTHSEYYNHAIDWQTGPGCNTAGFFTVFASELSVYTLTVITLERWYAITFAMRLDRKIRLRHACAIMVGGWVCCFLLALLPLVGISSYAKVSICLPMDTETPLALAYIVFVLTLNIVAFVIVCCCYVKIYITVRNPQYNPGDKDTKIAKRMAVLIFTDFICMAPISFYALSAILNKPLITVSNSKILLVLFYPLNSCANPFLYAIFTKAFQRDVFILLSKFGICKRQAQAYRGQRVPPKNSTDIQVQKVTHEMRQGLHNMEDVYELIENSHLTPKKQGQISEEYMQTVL
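Inhibition of cAMP made by TSHR-expressing cells under TSH stimulation (4nM final, EC80; 2 h, 37 deg C) is quantified with a one-step lysis HTRF kit, anti-cAMP cryptate versus cAMP-d2.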
PKM2 act – qHTS Assay for Activators of Human Muscle isoform 2 Pyruvate Kinase. purified PKM2, Kinase-Glo ATP luminescence, activation; response scale: 0% is enzyme alone, no compound. Potency, µM (top dose mostly 57.5 µM), for inactives: at the top dose activation, most hits filed as activators. 260,000 compounds, 0.34% hits. Pyruvate kinase PKM (Homo sapiens), P14618; further: potency means the concentration at half of the fitted maximal effect; on the % scale 0 is the no-effect control and ±100 the full control effect; nearly all actives have a fitted effect of over 55% in size
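Purified hPK-M2 (>95% pure) converted ADP (0.1 mM final) to ATP with 0.5 mM PEP in 50 mM imidazole pH7.2, KCl, MgCl2, Tween 20, BSA; 1 h at room temperature. ATP detected by Kinase-Glo luminescence.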
Mito fusion act – qHTS Assay for Small Molecule Inhibitors of Mitochondrial Division or Activators of Mitochondrial Fusion; S. cerevisiae fusion-defective mutant growth rescue, CellTiterGlo 48 h; Potency, µM (highest dose often 46.1 µM), for inactives: at the highest dose growth rescue (activation), most hits filed as activators; 320,000 compounds, 0.23% hits; AID 485298, 2010;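 further: potency means the concentration at half of the fitted maximal effect; % of control where 0% means no effect; nearly all actives have a fitted effect of over 45% in size; temperature-sensitive fusion mutants such as fzo1-1 at 37 °C on non-fermentable ethanol glycerol medium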
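Yeast fusion mutant, YPEG (non-fermentable carbon), compound, 48 h at 37C non-permissive; CellTiterGlo added, 10 min RT, luminescence read. Rescued growth = division inhibition.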
MBNL1-CUG inh – qHTS Assay for Inhibitors of MBNL1-poly(CUG) RNA binding. Muscleblind-like protein 1 (Homo sapiens), Q9NR56. TR-FRET MBNL1-His/biotin-(CUG)12 binding, 665/545 ratio. Potency, µM (top dose mostly 57.5 µM), for the others: at the top dose activity change, negative = inhibition, actives largely listed as inhibitors. 280,000 compounds, 0.036% hits. AID 2675, 2010; active means well fitted inhibition curve with a large enough effect in the signal ratio, with a control signal flat, not every such curve was filed as active; inconclusive means small, poorly fitted or top-dose-only effect, or effect the other way, or a change in a side signal; inactive means no such curve, though single readings can be large or run the other way; the % refers to the signal ratio; further: potency means the concentration at half of the fitted maximal effect; on the % scale 0 is the no-effect control and ±100 the full control effect
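TR-FRET readout: Ex 340 nm, 665/545 nm emission ratio, normalized to buffer-only (basal) and MBNL1-(CUG)12 controls. Complex of MBNL1-His with Biotin-(CUG)12, compounds 92 nM–58 uM, incubated 60 min at room temperature.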
KCNH2 WT inh – qHTS for Inhibitors of KCHN2 3.1: Wildtype qHTS; Voltage-gated inwardly rectifying potassium channel KCNH2 (Homo sapiens), Q12809; U2OS, BacMam KCNH2, thallium flux FluxOr; hits give low values; activity change, % at 1.84 µM; 340,000 compounds, 0.37% hits; AID 720551, 2013;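 active means maximum activity change below -70%; inconclusive means maximum activity change between -70% and -50%; inactive means maximum activity change above -50%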; further: on the % scale 0 is the no-effect control and ±100 the full control effect
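U2OS cells transduced with wild-type KCNH2 virus are loaded with FluxOr dye for 45 min, and thallium flux is measured in kinetic reads before and after stimulation buffer. Rate constants are normalized to DMSO controls.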
USP2a inh – qHTS Assay for Inhibitors of Ubiquitin-specific Protease USP2a Using CHOP2 as the Reporter; Ubiquitin carboxyl-terminal hydrolase 2 (Homo sapiens), O75604; USP2 core, Ub-CHOP2 coupled fluorogenic reporter, 485/531; Potency, µM (titrated, usually from 38.3 µM), without a hit: at the highest dose activity change, negative = inhibition, usual class: inhibitors; 330,000 compounds, 0.01% hits; AID 463254, 2010;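 further: potency means the concentration at half of the fitted maximal effect; plate controls were DMSO wells for no effect and full inhibition by NEM control for full effect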
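Cell-free coupled assay: 10nM USP2 core preincubated 30min RT with compound in Tris-HCl pH 8.0/CaCl2/CHAPS buffer, then 25nM Ub-CHOP2 and 25nM reporter substrate; fluorescence (Ex 485/Em 531) read after 60min RT, normalized to NEM inhibition, concentration-response curves fitted.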
Numbers without * were called inactive; ? = inconclusive; / = no result given; [ ] = dose if it differs, or a comment. Unless noted, the call rests on the fitted dose curve; in most records, active means well fitted curve in the direction sought with a large enough effect; inconclusive means small, poorly fitted or top-dose-only effect, or another doubt; inactive means no such curve, though single readings can be large; an effect the other way counts as inactive or inconclusive. These rows are one share of the data (hit frequency here may not be typical).

SMILES	Eya2 inh	ASM inhibitor	Menin-MLL TR inh	GALK inhibitor	Chronic BCR inh	TSHR antagonist	PKM2 act	Mito fusion act	MBNL1-CUG inh	KCNH2 WT inh	USP2a inh
CCS(=O)(=O)N1CCC(C(=O)Oc2ccc(C(=O)OC)cc2)CC1	-12%	-3%	11%	7%	-2%	1	-2%	2%	-3%	4	-2%
CCOC(=O)C(=O)N1CCC(C(=O)OCC)CC1	8%	2%	/	1%	10%	0	0%	2%	/	-1	0%
COc1ccc(C(=O)Nc2ncc3c(n2)-c2ccccc2CC3)cc1	1%	1%	2%	0%	?	5	-6%	2%	3%	-9	0%
Cc1nc2ccccc2n1C1CCN(CC(=O)Nc2ccccc2Br)CC1	7%	4%	-5%	-1%	?	-11	-1%	-11%	5%	?	3%
Cc1ccc(/C=N/n2c(C)cc(C)c(C#N)c2=O)cc1	-16%	6%	9%	0%	3%	1	-1%	-2%	-1%	-12	0%
Cc1cccc(NCc2ccc(N(C)C)cc2)n1	-25%	0%	-3%	-1%	-2%	-2	2%[11.5 µM]	2%	2%	4	0%
Cn1cccc1C(=O)OCC(=O)NC1CCS(=O)(=O)C1 (configuration not stated)	-2%	9%	5%	7%	-4%	3	1%	8%	-1%	-7	-1%
Nc1ncnc2c1ncn2[C@@H]1O[C@H](CN2CCCS2(=O)=O)[C@@H](O)[C@H]1O	-14%	1%	/	/	2%	0	/	/	/	-30	3%
CCOc1ccc(NC2=C(OC)C(=O)c3ccccc3C2=O)cc1	1%	-14%	-13%	2%	-2%	3	-7%	8%	?	-17	1%
O=P(c1ccccc1)(c1ccccc1)C(c1ccccn1)P(=O)(c1ccccc1)c1ccccc1	12%	4%	/	-2%	?	-1	-1%	6%	1%	-5	5%
C=CCOC(=O)c1ccccc1C(=O)OCC=C	5%	4%	/	/	?	-16	/	/	/	-18	1%
CCCCCc1nnc(NC(=O)c2cccc(S(=O)(=O)N3CCOCC3)c2)s1	17%	-11%	/	/	0%	-6	/	2%	/	-4	-4%
CC1CCN(S(=O)(=O)c2ccc(C(=O)OCc3ccc4c(c3)OCO4)cc2)CC1	21%	1%	?	0%	-11%	-1	13%	3%	1%	10	3%
COc1ccc(CC(=O)N(Cc2ccccc2)c2ccc(C)cc2)cc1S(=O)(=O)N1CCOCC1	14%	1%	/	/	8%	2	/	-8%	/	2	-1%
CCC(CC)C(=O)c1c[nH]c(C(=O)NCc2ccccc2OC)c1	3%	-1%	-10%	7%	-5%	3	/	-13%	-9%	10	6%
CCC(=O)Nc1cccc(NC(=O)c2ccc(Br)cc2)c1	6%	0%	10%	0%	?	-14	-1%	-2%	-5%	19	3%
Cc1cc(-c2ccccc2C(=O)NC2CCCCC2)on1	16%	-4%	/	1%	-7%	7	-1%	-2%	-8%	-10	1%
COC(=O)c1ccccc1N=Nc1c(N)[nH][nH]c1=O	-14%	-4%	/	-4%	-16%	1	16%	-2%	?	29	2%
Cc1ccc(NC(=O)c2sc3nc(C)nc(N4CCN(c5ccccn5)CC4)c3c2C)c(C)c1	-9%	-4%	-10%	1%	6%	-16	-1%	-4%	36%[activator]	-8	11%
FC(F)(F)c1ccc(-c2csc(-c3ccno3)n2)cc1	-21%	-4%	/	-1%	?	19	-7%	-7%	/	1	-7%
CSc1ccc(-c2nc(CSCC(=O)NCCCN3CCOCC3)c(C)o2)cc1	2%	2%	6%	-1%	?	6	-3%	-1%	3%	4	3%
CS(=O)(=O)c1ccc(C(=O)NCC2(N3CCCCC3)CCCCC2)cc1	3%	1%	-8%	2%	0%	11	-15%	-1%	-1%	1	0%
COc1cccc(CCC(=O)Nc2cc3c(cc2C(=O)O)OCCCO3)c1OC	-22%	9%	/	/	?	-7	/	-2%	/	13	-4%
O=C(c1ccco1)N1CCN(C23CC4CC(CC(C4)C2)C3)CC1	-23%	2%	/	0%	3%	5	6%	1%	0%	18	1%
O=C(CSc1ccc2c(c1)OCCO2)Nc1cccnc1Cl	6%	5%	-15%	5%	?	-2	1%	-1%	1%	-10	1%
CCOC(=O)N1CCN(CC(O)COc2c(C)cccc2C)CC1 (configuration not stated)	-7%	5%	-1%	2%	0%	8	-19%	12%	-9%	-1	0%
O=C(C1CCCN(c2ncnc3c2nc2n3CCCCC2)C1)N1CCN(c2cccc(Cl)c2)CC1 (configuration not stated)	-4%	-15%	-26%	4%	?	-15	/	8.9µM*	-4%	14	-5%
CCOC(=O)c1c(C)[nH]c(C(=O)N2CCN(CC)CC2)c1C	?	2%	5%	16%	5%	7	-5%	-8%	-1%	1	0%
CC1Oc2ccccc2N(CC(=O)NCc2ccccc2)C1=O (configuration not stated)	3%	0%	13%	0%	0%	-6	-13%	-6%	-17%	2	1%
COC(=O)NC(=S)Nc1ccc(Oc2ccc(Cl)cc2Cl)c(Cl)c1	1%	-15%	-8%	-2%	?	-28	7%	9%	-3%	2	1%
COC(=O)c1ccc(CSCc2ccc(C#N)cc2)cc1	-9%	/	-24%	6%	-10%	-12	/	5%	-11%	/	1%
C=CCn1c(=NC(=O)c2ccco2)sc2cc(C(=O)OC)ccc21	-9%	-1%	18%	-1%	1%	-3	2%	15%	-5%	-10	0%
Clc1ccc(C[n+]2cc(-c3ccccc3)n3c2CCC3)cc1Cl	-1%	-1%	-11%	2%	1%	2	0%	2%	-13%	16	5%
O=C(O)C1CCN(S(=O)(=O)c2cccc3cccnc23)CC1	17%	-18%	14%	-3%	-15%	7	/	-2%	-5%	13	2%
O=C1CCCC2=C1C(c1ccncc1)n1c(nc3ccccc31)N2 (configuration not stated)	6%	403%[activator]	-6%	3%	?	10	-3%	-2%	0%	6	-1%
Cc1ccccc1C(=O)c1cccn1CC(=O)NC(C)c1ccc2c(c1)OCCO2 (configuration not stated)	7%	-2%	-5%	-2%	?	16	-7%	14%	-5%	-6	-8%

3 entries from above, sorted by the value under Mito fusion act, falling:
Molecule | Eya2 inh | ASM inhibitor | Menin-MLL TR inh | GALK inhibitor | Chronic BCR inh | TSHR antagonist | PKM2 act | Mito fusion act
Cc1ccccc1C(=O)c1cccn1CC(=O)NC(C)c1ccc2c(c1)OCCO2 (configuration not stated) | 7% | -2% | -5% | -2% | ? | 16 | -7% | 14%
CC1CCN(S(=O)(=O)c2ccc(C(=O)OCc3ccc4c(c3)OCO4)cc2)CC1 | 21% | 1% | ? | 0% | -11% | -1 | 13% | 3%
CCC(=O)Nc1cccc(NC(=O)c2ccc(Br)cc2)c1 | 6% | 0% | 10% | 0% | ? | -14 | -1% | -2%

Copied from the list:
Clc1ccc(C[n+]2cc(-c3ccccc3)n3c2CCC3)cc1Cl in Eya2 inh is entered as -1%
COC(=O)c1ccc(CSCc2ccc(C#N)cc2)cc1 in TSHR antagonist is entered as -12

Screening data deposited in PubChem BioAssay by National Center for Advancing Translational Sciences (NCATS).
